CCR6 antag: CCR6 (human) receptor antagonism; CHO-K1 CCR6 PathHunter beta-arrestin, luminescence, CCL20-stimulated; P51684; hit rate 0.49% among 340,000; inhibition, % at 20 µM;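 active = compounds whose inhibition of the agonist-driven luminescence signal at 20 µM reaches about 50%, limit read from the data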;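 also: cells stimulated with CCL20 at 14 nM final; plate controls were DMSO with CCL20 for no effect and DMSO without agonist for full effect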
CXCR6 inh: blocks human CXCR6 beta-arrestin recruitment | O00574 | CHO-K1 PathHunter CXCR6 beta-arrestin, luminescence | inhibition, % at 20 µM | hit rate 0.36% among 360,000 | AID 602244; in the data active = inhibition above about 34%, passing the limit was not always enough;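 also: antagonist mode with CXCL16 agonist at 10 nM final; 0% = 10 nM CXCL16 with DMSO and 100% = unstimulated wells without agonist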
Gli-Sufu block: blocks Gli-Sufu signaling in a luciferase reporter; Sufu-KO-LIGHT fibroblasts, Gli luciferase reporter luminescence; inhibition, % at 5 µM; hit rate 0.74% among 340,000; AID 588413;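 active = inhibition above about 55%, limit read from the data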;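 also: 0% = DMSO-treated cells and 100% = wells with medium but no cells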
697 NFkB inh: inhibitors of the PMA/ionomycin-induced NF-kB reporter in 697 B cells. 697 B-cell NF-kB luciferase reporter, 16 h. inhibition, % at 4 µM. hit rate 0.33% among 330,000. AID 435022; in the data active = inhibition above about 35%
UBC13 inh: blocks human UBC13 polyubiquitin chain formation. TR-FRET. P61088. inhibition, % at 20 µM. hit rate 0.47% among 330,000; in the data active = inhibition above about 45%, passing the limit was not always enough
Target sequence (P61088 whole entry, looked up): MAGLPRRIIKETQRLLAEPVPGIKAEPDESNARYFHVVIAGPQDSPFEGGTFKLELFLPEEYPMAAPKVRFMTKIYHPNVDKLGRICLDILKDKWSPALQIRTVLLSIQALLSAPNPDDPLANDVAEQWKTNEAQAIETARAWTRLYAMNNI
Jurkat NFkB inh: inhibitors of the PMA/ionomycin-induced NF-kB reporter in Jurkat cells; hit rate 0.53% among 330,000; inhibition, % at 4 µM; PMA/ionomycin-induced NF-kB luciferase reporter, luminescence; in the data active = inhibition above about 50%
EBI2 block: EBI2 (human) antagonism; EBI2 beta-arrestin recruitment, luminescence, 7a,25-OHC stimulated; inhibition, % at 5 µM; hit rate 0.81% among 360,000; in the data active = inhibition above about 38%;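 also: enzyme fragment complementation signal reports receptor beta-arrestin coupling in cells; 0% = agonist plus DMSO wells and 100% = wells without agonist; some results beyond the cut were filed as inactive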
Target sequence (P32249 whole entry, looked up, the tested form may be a part): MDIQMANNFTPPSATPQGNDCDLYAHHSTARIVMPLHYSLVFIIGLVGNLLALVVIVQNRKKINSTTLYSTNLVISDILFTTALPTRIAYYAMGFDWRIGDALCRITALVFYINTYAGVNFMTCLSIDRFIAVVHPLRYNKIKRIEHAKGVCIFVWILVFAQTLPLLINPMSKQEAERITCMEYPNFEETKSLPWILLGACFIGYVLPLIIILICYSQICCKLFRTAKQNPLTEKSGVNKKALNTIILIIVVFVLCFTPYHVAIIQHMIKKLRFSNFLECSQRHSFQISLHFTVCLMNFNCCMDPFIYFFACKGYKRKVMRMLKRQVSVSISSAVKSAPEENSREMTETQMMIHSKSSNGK
APJ antag: blocks the human apelin receptor APJ; P35414; CHO-K1 APJ beta-arrestin complementation, luminescence; inhibition, % at 20 µM; hit rate 0.32% among 330,000;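 active = inhibition above about 40% at 20 µM, limit read from the data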;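 also: cells challenged with 10 nM apelin-13 agonist together with compound; plate controls were apelin-13 plus DMSO wells for no effect and DMSO wells lacking apelin-13 for full effect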
Target sequence (P35414 whole entry, looked up): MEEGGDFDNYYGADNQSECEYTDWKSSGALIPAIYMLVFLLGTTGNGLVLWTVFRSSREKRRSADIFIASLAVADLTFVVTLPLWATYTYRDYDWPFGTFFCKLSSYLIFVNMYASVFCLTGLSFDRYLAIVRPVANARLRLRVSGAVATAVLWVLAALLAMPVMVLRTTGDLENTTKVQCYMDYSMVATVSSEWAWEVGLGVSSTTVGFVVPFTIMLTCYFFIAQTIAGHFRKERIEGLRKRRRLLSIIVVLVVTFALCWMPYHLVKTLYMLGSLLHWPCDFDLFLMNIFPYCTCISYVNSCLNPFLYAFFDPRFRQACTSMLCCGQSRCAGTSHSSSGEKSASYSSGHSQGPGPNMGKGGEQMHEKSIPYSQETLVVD
The depositor's hits bear a star; · = not tested or not shown.

SMILES	CCR6 antag	CXCR6 inh	Gli-Sufu block	697 NFkB inh	UBC13 inh	Jurkat NFkB inh	EBI2 block	APJ antag
CCOc1ccc(S(=O)(=O)NN=C(C)c2cccnc2)cc1	19	-6	2	-3	-12	-12	-1	-4
COc1cccc(NC(C)(C)c2nnnn2-c2c(C)cccc2C)c1	5	15	0	-14	-1	3	7	22
COc1ccccc1/C=C/C(=O)NC(=S)N1CCOCC1	-2	-11	0	13	-7	5	0	11
CC(OC(=O)c1ccc2c(c1)S(=O)(=O)c1ccccc1C2=O)C(N)=O (stereo unspecified)	-13	-14	1	12	-1	-8	-11	-65
CCC(C)NS(=O)(=O)c1ccc(NC(=O)c2ccc([N+](=O)[O-])cc2Cl)cc1 (stereo unspecified)	-4	-20	-3	-3	2	3	-5	-71
O=C1CC(c2ccccc2)=Nc2ccccc2N1	0	-4	-5	6	-5	-22	0	-14
O=C(CCn1cccc1)NCc1ccccc1	-1	-9	-5	12	2	-5	-18	8
Cc1ccc2ncc(S(=O)(=O)c3ccccc3)c(N3CCCCC3C)c2c1 (stereo unspecified)	29	7	4	-23	18	-13	14	7
Cc1ccc2c(Cl)c(C(=O)NCCc3ccccc3)sc2c1	4	4	-79	-129	8	-97	4	0
O=C(CCCOC(=O)c1ccc(O)cc1O)c1ccc(F)cc1	13	-4	0	-6	1	20	0	12
CC(CNC(=O)c1ccc(NC2=NC3CS(=O)(=O)CC3S2)cc1)c1ccccc1 (stereo unspecified)	-5	6	-2	0	-2	6	1	-13
COc1cccc(CNC(=O)c2ccc(NC(=O)C3=CSCCO3)cc2)c1	-1	-5	-3	-6	0	-12	-6	-27
CCOc1ccccc1C(=O)NN1C(=O)CCC1=O	21	-6	-5	14	21	14	-13	7
Cc1cc(C)c[n+](-c2nc([O-])sc2C=O)c1	-2	-8	4	11	2	0	-7	3
COc1cc2c(cc1OC)CN(C(=S)NC(=O)c1ccccc1)CC2	3	-1	-10	-2	-2	-14	8	1
O=C(NNC(=O)c1cccs1)c1cccnc1	3	0	-4	6	2	-3	-12	10
CCC(=NCCN1CCNCC1)C1=C(O)CC(C)(C)CC1=O	0	12	4	9	1	0	0	17
Oc1cc(O)c2c(c1)OC(c1ccc(O)c(O)c1)C(O)C2 (stereo unspecified)	20	10	-4	16	-1	-4	4	21
C#CCOCCOCCOCCNc1nc(N2CCN(C(=O)Cn3cc(CCO)nn3)CC2)nc(N2CCN(C(=O)[C@H](CCCCN)n3cc(CC(C)O)nn3)CC2)n1 (stereo partly specified)	6	-4	18	·	·	·	0	·
Cc1ccc(N2C(=O)C(CC(=O)Nc3cccc(F)c3)N(CCc3ccncc3)C2=O)cc1 (stereo unspecified)	14	10	10	-7	9	-12	12	2
CCN1C[C@@H]2[C@@H]3C(=O)N(C)C(=O)[C@@H]3[C@](C)(C(=O)OC)N2C1=NC	14	6	1	6	·	·	-5	·
CC(C)C(=O)N1CCN(c2ccccc2NC(=O)c2ccc(C#N)cc2F)CC1	16	5	8	-18	-1	-4	17	9
COCCN1C(=O)C(=O)/C(=C(/O)c2ccc(OC(C)C)cc2)C1c1cccnc1 (stereo unspecified)	12	-6	3	-3	-8	10	-2	5
O=C1OC(/C=C/c2ccc(Cl)cc2)=NC/1=C/c1ccco1	14	15	8	-7	0	9	7	29
CCC(C)Nc1ccc(NC(C)CC)cc1 (stereo unspecified)	19	-3	46	-3	-11	-2	12	1
O=CN1CCN(C(=O)c2ccc([N+](=O)[O-])cc2)CC1	0	7	-6	-16	5	8	-5	1
C=CCNC(=S)NNC(=O)c1ccncc1	4	-1	-4	10	-7	12	-5	-8
CN(CC(=O)c1c(N)n(C)c(=O)n(C)c1=O)c1ccccc1	4	2	-1	26	-4	9	4	4
COC(=O)Cn1cc(/C=C(/C#N)C(=O)N2CCOCC2)c2ccccc21	0	5	-14	-11	-10	-4	-11	-5
COc1ccc(NC(=O)c2cc3c(=O)n4ccccc4nc3n2C)cc1OC	4	0	13	22	7	-8	3	9
O=c1c2ccccc2nnn1Cc1ccc(F)cc1	16	-8	1	18	6	-2	1	17
CCCc1[nH]nc2c1C(c1cccc(OC(=O)c3ccco3)c1)C(C#N)=C(N)O2 (stereo unspecified)	-1	10	7	11	7	0	-19	6
O=C(CCc1nc(-c2ccccc2Cl)no1)NC1CCCC1	2	4	4	3	-2	-5	-3	15
N#Cc1nc(-c2ccccc2F)oc1N1CCCC1	3	4	1	15	18	-13	-14	-3
Cc1ccccc1NC(=O)c1cccnc1	16	1	-7	-13	-5	7	3	-11
O=C(NNC(=O)C12CC3CC(CC(C3)C1)C2)c1ccccc1O	0	-2	-1	10	15	-1	-1	-2
O=C1c2ccccc2C(=O)N1CCCCSc1nnc(-c2ccc(OC(F)F)cc2)o1	-15	6	2	-20	-9	-16	13	-1
O=C1c2ccccc2C(=O)N1Cc1ccc2c(c1)OCO2	10	8	1	3	9	-2	2	1
COc1ccc(C(=O)NCCNc2nc3c(C)cccc3cc2C#N)cc1OC	12	-7	6	0	8	9	3	12
O=C(c1ccc(Br)o1)N1CCN(C/C=C/c2ccccc2)CC1	12	5	8	-25	5	-18	15	-5

Five entries out of the list above, ordered by their value in CCR6 antag, lowest first:
canonical_smiles	CCR6 antag	CXCR6 inh	697 NFkB inh	UBC13 inh	Jurkat NFkB inh	EBI2 block	APJ antag
O=C1c2ccccc2C(=O)N1CCCCSc1nnc(-c2ccc(OC(F)F)cc2)o1	-15	6	-20	-9	-16	13	-1
N#Cc1nc(-c2ccccc2F)oc1N1CCCC1	3	4	15	18	-13	-14	-3
O=C(c1ccc(Br)o1)N1CCN(C/C=C/c2ccccc2)CC1	12	5	-25	5	-18	15	-5
CCN1C[C@@H]2[C@@H]3C(=O)N(C)C(=O)[C@@H]3[C@](C)(C(=O)OC)N2C1=NC	14	6	6	·	·	-5	·
CCC(C)Nc1ccc(NC(C)CC)cc1 (stereo unspecified)	19	-3	-3	-11	-2	12	1

(more compounds)
SMILES	CCR6 antag	CXCR6 inh	Gli-Sufu block	697 NFkB inh	UBC13 inh	Jurkat NFkB inh	EBI2 block	APJ antag
CC1CCN(CC(=O)Nc2ccccc2C#N)CC1	16	-4	-9	-4	8	4	13	14
N#CC1CC(c2ccccc2)=NN1c1ccccc1[N+](=O)[O-] (stereo unspecified)	8	5	-41	-37	0	-39	-15	6
COc1ccc(CNC(=O)c2sc(=S)n(-c3ccccc3)c2N)cc1	7	2	10	-3	-5	-6	7	2
O=[N+]([O-])c1ccc(N/N=C/c2cccnc2)cc1	9	1	-32	-70	-50	-15	3	-6
O=C(CSc1nnc(-c2ccccc2)o1)N1CCCC1	1	2	-32	-31	-2	-38	-8	6
COc1ccc(-c2[nH]c(-c3ccc(F)cc3)nc2SCC(=O)NCc2ccco2)cc1OC	10	-5	4	7	-4	7	22	4
COc1ccc(C(=O)NC2CCCCCC2)cc1S(=O)(=O)N1CCOCC1	14	9	19	-7	-1	4	8	-49
O=C(c1ccc2nc[nH]c2c1)N1CCN(c2ncc(C(F)(F)F)cc2Cl)CC1	9	-8	11	-9	2	24	-23	5
COc1ccc(OC)c(NC(=O)C2CCCC2)c1	7	4	-8	5	5	14	-20	5
Cc1nc(-c2ccc(S(=O)(=O)N3CCN(c4ccccc4)CC3)cc2)co1	-10	-3	-3	-1	0	-5	-10	25
COc1ccc(/C=N/OC/C(O)=C(\C#N)c2nc3ccccc3[nH]2)cc1OC	2	-6	-2	27	-3	24	3	-2
CCOc1ccc(/C=C2\SC(=O)N(CCNC(=O)CN3C(=O)NC4(CCCC4)C3=O)C2=O)cc1OC	7	-2	2	-4	2	0	2	-9
O=S(=O)(c1ccc(Cl)cc1)N1CCN=C1SCc1cccc(Cl)c1	34	9	1	-30	-12	-1	15	15
Cc1ccccc1NC(=O)COC(=O)c1cccc(S(=O)(=O)N2CCCCC2)c1	19	6	2	20	0	9	0	-3
Cc1ccccc1N1CCN(C2CCCN(C(=O)CCn3cnnn3)C2)CC1 (stereo unspecified)	2	2	10	14	6	-17	15	13
COC(=O)c1ccn(CSc2cc(Cl)ccc2Cl)n1	7	9	-2	20	10	5	11	8
C=C1C(C(=O)Nc2ccc(OC)cc2)C1C(=O)Nc1ccc(OC)cc1 (stereo unspecified)	13	-17	1	0	0	4	25	1
C=CCC(CC=C)(C(=O)O)c1ccccc1	16	2	5	9	-6	-7	-1	-1
Cc1ccccc1C(=O)NC(=S)Nc1ccc(S(=O)(=O)N(C)c2ccccc2)cc1	48	23	0	-10	-2	-1	23	13
O=C(N1CCCCC1)N1CCN(S(=O)(=O)c2ccc(Cl)cc2)CC1	-3	7	17	-3	-8	-12	-7	-3

In a second layout: two of the compounds above
| canonical_smiles | CCR6 antag | CXCR6 inh | Gli-Sufu block | 697 NFkB inh | UBC13 inh | Jurkat NFkB inh | EBI2 block | APJ antag |
| --- | --- | --- | --- | --- | --- | --- | --- | --- |
| COc1ccc(-c2[nH]c(-c3ccc(F)cc3)nc2SCC(=O)NCc2ccco2)cc1OC | 10 | -5 | 4 | 7 | -4 | 7 | 22 | 4 |
| O=C(CSc1nnc(-c2ccccc2)o1)N1CCCC1 | 1 | 2 | -32 | -31 | -2 | -38 | -8 | 6 |

Next part.
SMILES	CCR6 antag	CXCR6 inh	Gli-Sufu block	697 NFkB inh	UBC13 inh	Jurkat NFkB inh	EBI2 block	APJ antag
CCOc1ccc(N2C(=O)Nc3ccc(Br)cc3C2(O)C(=O)NCCN(C)C)cc1 (stereo unspecified)	0	1	-1	-1	0	-7	-4	2
CCc1noc(C)c1C(=O)OCC(=O)Nc1ccc(F)cc1Cl	2	4	-30	-9	-11	2	-1	0
CCOC(=O)c1sc(NC(=O)CCN2CCOCC2)c(C(=O)OCC)c1C	-14	-8	1	4	7	-9	-5	8
COc1ccccc1NC(=O)c1sc2nc(-c3ccco3)ccc2c1N	4	1	12	-9	15	2	12	0
COc1ccc(C2CC(=O)Oc3cc(C)c(Cl)c(C)c32)cc1 (stereo unspecified)	25	-5	-8	1	·	·	1	·
COc1ccc(NC(=O)CC2SC(=N)N(c3ccccc3)C2=O)c(OC)c1 (stereo unspecified)	8	6	4	15	3	4	-2	-12
Cc1ccc(CN2CCN(Cc3ccc(O)cc3)CC2CCO)o1 (stereo unspecified)	2	1	14	11	-11	2	4	-19
CC(C)c1nccn1S(=O)(=O)c1cc(Cl)ccc1Cl	14	5	7	17	1	11	4	-4
COc1ccc(NS(=O)(=O)c2cccc(C(=O)N3CCCCCC3)c2)cc1	-2	1	0	-14	3	2	-8	8
CCOc1ccc(-c2cnc3n2CCCCC3)cc1	0	1	-1	-8	-1	-11	4	11
O=C1C(Cc2ccccc2)Nc2ncnc(N3CCc4ccccc4C3)c2N1Cc1ccc(Cl)cc1 (stereo unspecified)	27	12	-4	-4	-42	17	10	1
NNC(=O)c1cnn(Cc2ccccc2)c1N	-17	7	-5	24	-3	3	5	-17
CCC(=O)Nc1c(C#N)c2nc3ccccc3nc2n1-c1ccc(C)cc1	5	0	5	·	·	·	9	·
CN(CC(=O)Nc1ccc(C(N)=O)cc1)CC(=O)Nc1ccccc1Br	1	-1	-4	7	-11	-14	0	-37
CN(CCOc1ccc(Cl)cc1)C(=O)c1ccccc1SCC(=O)N1CCCC1	4	-7	-1	9	7	11	16	13
O=C(Nc1cc(C(F)(F)F)ccc1Cl)C(=O)N1CCCCC1	-13	-7	3	-25	-2	-6	5	7
CSc1nc(-c2ccccc2)nc(N)c1C(C)=O	·	·	·	0	1	9	·	-8
COc1cc(-c2cc[n+](C)cc2)ccc1O	3	2	-7	-19	-28	5	-4	-17
CN(C)S(=O)(=O)c1ccc(NC(=O)COc2cccc3c2OC(C)(C)C3)cc1	12	-3	-1	11	2	12	-3	6
Cc1ccc(SCC(=O)Nc2cccc(-c3nnc(-c4ccco4)o3)c2)cc1	-7	6	3	-51	4	-23	-4	14
Cn1cccc1Cc1nnc(SCC(=O)Nc2ccc(F)cc2F)n1-c1ccc(F)cc1	10	-4	12	-1	-7	-16	10	12
O=C(Nc1cccnc1)c1coc(=O)c2ccccc12	-8	-9	0	-18	-2	-15	-8	-7
CNC[C@H]1Oc2ccc(NC(=O)Cc3cn(C)c4ccccc34)cc2CC(=O)N([C@@H](C)CO)C[C@H]1C	6	-3	-17	14	26	17	-5	13
CCCCCn1c(=O)[nH]c2cc(C(=O)N3CCN(C(=O)OCC)CC3)ccc2c1=O	-4	3	9	-15	7	6	-13	-9
COc1ccc(OC)c(C2C(C(=O)c3cccs3)=C(O)C(=O)N2CCN(C)C)c1 (stereo unspecified)	10	5	7	-35	-9	-10	8	-6
